# Source: PubChem
# aSyn rescue = rescues yeast growth from alpha-synuclein toxicity; Yeast expressing alpha-synuclein, growth rescue, BacTiter-Glo, 24 h; Potency, µM (doses to about 46.1 µM), for the others: top-dose growth rescue (activation), hits mostly activators; hit rate 0.14% among 370,000; AID 652106; note: potency is the fitted concentration of half-maximal effect; % of control where 0% means no effect; nearly all actives have a fitted effect of over 65% in size
#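 Galactose-induced alpha-syn yeast (OD600=0.02, raffinose-pregrown) + pinned cpd, 24 hr, 30 deg C; growth by BacTiter-Glo luminescence. Growth restoration scores as activation.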
# GLP1R cytotox = cytotoxic in the GLP-1 receptor inverse agonist counter-screen; HEK293 cAMP-luciferase reporter cells, luminescence, 24 h; Potency, µM (top dose mostly 38.3 µM), for inactives: at the highest dose activity change, negative = inhibition, most hits filed as inhibitors; hit rate 0.13% among 410,000; AID 624418;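 note: loss of luciferase light is scored as toxicity; potency is the fitted concentration of half-maximal effect; % is set by controls: 0 for no effect and ±100 for the full control effect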
#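 1536-well qHTS counterscreen of the MLSMR; 200 cells/uL, 12 h pre-incubation, 23 nL cpd, 24 h at 37 deg C 5% CO2, luciferase detection reagent, 12 min RT, luminescence. Inhibition = undesired.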
# GLP-1R agonist = activates the human GLP-1 receptor | HEK293 GLP-1R CRE-luciferase, luminescence, 4-6 h; cells express a hypersensitive GLP-1R form | Potency, µM (doses to about 45.6 µM), for inactives: at the top dose activation, hits mostly activators | hit rate 0.007% among 380,000 | AID 624172; note: potency is the fitted concentration of half-maximal effect; % of control where 0% means no effect
# Target sequence (P43220 whole entry, looked up): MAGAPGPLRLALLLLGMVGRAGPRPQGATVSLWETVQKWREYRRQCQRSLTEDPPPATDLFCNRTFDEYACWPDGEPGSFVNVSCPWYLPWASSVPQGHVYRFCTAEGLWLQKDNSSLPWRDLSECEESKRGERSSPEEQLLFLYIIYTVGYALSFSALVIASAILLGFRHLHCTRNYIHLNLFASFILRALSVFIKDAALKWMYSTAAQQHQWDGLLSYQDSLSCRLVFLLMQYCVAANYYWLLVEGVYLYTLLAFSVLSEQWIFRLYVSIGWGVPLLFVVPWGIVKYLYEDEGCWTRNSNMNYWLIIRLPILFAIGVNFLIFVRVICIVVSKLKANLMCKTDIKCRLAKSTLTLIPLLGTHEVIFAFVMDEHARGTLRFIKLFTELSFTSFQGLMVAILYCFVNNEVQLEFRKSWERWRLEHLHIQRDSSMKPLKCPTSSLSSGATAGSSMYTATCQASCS
# GLP-1R inv ag = acts as inverse agonist at human GLP-1 receptor; P43220; HEK293 GLP-1R CRE-luciferase, luminescence, 24 h; GLP-1R form is constitutively active; Potency, µM (series often up to 38.3 µM), inactives show at the top dose activity change, negative = inhibition, actives largely listed as inhibitors; hit rate 1.6% among 410,000; AID 624417; note: potency is the fitted concentration of half-maximal effect; % is set by controls: 0 for no effect and ±100 for the full control effect; nearly all actives have a fitted effect of over 55% in size
#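 Cells are plated, allowed 12 hours at 37 deg C, then treated with compounds for 24 hr before luciferase detection reagent is added and luminescence is read after 12 min at room temperature. The HEK293 line carries constitutively active GLP-1R with a cAMP-responsive reporter.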
# KB-V1 MDR tox = KB-V1 MDR subline cytotoxicity. AID 1347076. KB-V1 MDR cells viability, CellTiter-Glo, 72 h. Potency, µM (doses to about 46.1 µM), for inactives: top-dose activity change, negative = cytotoxicity, actives largely listed as cytotoxic. hit rate 3.4% among 400,000; note: potency is the fitted concentration of half-maximal effect; % is set by controls: 0 for no effect and ±100 for the full control effect; nearly all actives have a fitted effect of over 60% in size
#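 Following 72 h at 37 degrees C with compound, KB-V1 cell viability was read by CellTiter-Glo luminescence, medium being phenol-red-free DMEM plus 10% FBS; concentration-response parameters came from normalized, curve-fitted qHTS data.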
# PTHR1 agonist = activates the human parathyroid hormone receptor PTHR1; Q03431; HEK293 GP2 PTHR1 cells, GloSensor cAMP luminescence, 1 h; Potency, µM (highest dose often 115 µM), for inactives: at the highest dose activation, most hits filed as activators; hit rate 0.075% among 410,000; AID 743266; note: potency is the fitted concentration of half-maximal effect; nearly all actives have a fitted effect of over 55% in size; some results filed as inactive show a strong effect at the top dose; inactives centre near -15; many of its hits are not listed in these tables
# Target sequence (Q03431 whole entry, looked up): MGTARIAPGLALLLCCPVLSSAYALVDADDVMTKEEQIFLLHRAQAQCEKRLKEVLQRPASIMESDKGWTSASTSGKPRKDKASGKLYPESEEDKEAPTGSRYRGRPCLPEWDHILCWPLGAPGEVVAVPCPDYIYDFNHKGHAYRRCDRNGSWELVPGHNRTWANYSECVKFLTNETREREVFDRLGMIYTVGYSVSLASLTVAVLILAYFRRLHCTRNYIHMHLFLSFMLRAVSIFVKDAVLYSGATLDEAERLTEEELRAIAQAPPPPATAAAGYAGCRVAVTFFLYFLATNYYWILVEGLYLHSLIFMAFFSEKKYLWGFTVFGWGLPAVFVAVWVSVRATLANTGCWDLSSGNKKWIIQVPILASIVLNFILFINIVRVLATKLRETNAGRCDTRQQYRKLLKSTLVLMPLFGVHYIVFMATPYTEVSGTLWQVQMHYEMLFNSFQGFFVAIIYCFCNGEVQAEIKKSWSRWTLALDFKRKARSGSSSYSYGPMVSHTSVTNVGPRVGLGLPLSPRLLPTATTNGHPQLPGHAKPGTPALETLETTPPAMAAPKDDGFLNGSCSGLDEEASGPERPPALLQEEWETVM
#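 HEK-293-derived GP2 cells expressing PTHR1 and a GloSensor cAMP reporter, 3,000/well, plated overnight, given luciferin plus IBMX (each 0.5 mM as added) for 1 h at 37 °C, then compound for 1 h at 37 °C. Luminescence was read after 15 min at room temperature.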
# TDP-43 yeast inh = TDP-43 toxicity inhibition in yeast | AID 652104 | Potency, µM (series often up to 46.1 µM), without a hit: top-dose growth rescue (activation), actives largely listed as activators | hit rate 1.8% among 410,000 | TDP-43 expressing yeast growth rescue, BacTiter-Glo, 24 h; note: potency is the fitted concentration of half-maximal effect; % of control where 0% means no effect; nearly all actives have a fitted effect of over 50% in size
#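 Yeast cells expressing TDP-43 under galactose induction are exposed to compounds for 24 hr at 30 deg C. BacTiter-Glo luminescence measures growth, so protective compounds score as activators.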
# D3 ag = activates the human D3 dopamine receptor. P35462. D3R DiscoveRx beta-arrestin cells, luminescence, 90 min. max activation, %. hit rate 0.58% among 410,000; in the data active = max activation above about 30%; note: 0% is about no effect; mostly tested at two doses, the higher about 12 µM
#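 Cells at 1500/well, incubated overnight, then treated with pinned compounds (dopamine as control) for 90 min at 37 degrees C. DiscoveRx reagent added for 30 - 60 minutes at room temperature; luminescence read.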
# DRD3 antagonist = D3 dopamine receptor (human) antagonism | hit rate 2.5% among 360,000 | AID 652054 | D3R cells, DiscoveRx beta-arrestin luminescence, antagonist mode; hits give low values | max response, negative = inhibition, % | P35462; in the data active = max response below about -50%; inconclusive = no clear call, values can overlap the other calls; note: % is set by controls: 0 for no effect and ±100 for the full control effect; mostly tested at two doses, the higher about 12 µM
#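 Cells plated overnight at 1500 cells/well, then exposed to library compounds with dopamine controls for 90 minutes at 37 degrees C. DiscoveRx reagent added for 30–60 minutes at room temperature; luminescence read, quantitative HTS format.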
# An asterisk follows results filed as active; i = inactive; ? = inconclusive; · = not tested or not shown; & = joins results of further samples; [ ] = another dose, or the depositor's remark. Unless noted, calls come from the whole dose curve; as a rule, active = well fitted curve in the direction sought with a large enough effect; inconclusive = small, poorly fitted or top-dose-only effect, or another doubt; inactive = no such curve, though single readings can be large; an effect the other way counts as inactive or inconclusive. Some of the compounds tested; the hit share may differ from the screen's.
1	N#CCc1ccc(NS(=O)(=O)c2ccc(N3CCCC3=O)cc2)cc1
2	CC(=O)OC(/C(O)=C(\C#N)c1nc2ccccc2[nH]1)c1ccccc1 (stereo not given)
3	O=C(Cn1c(=O)[nH]c2ccsc2c1=O)N1CCN(c2ccc(F)cc2)CC1
4	CCOc1cc(CN2CCN(c3ccc(C(C)=O)cc3)CC2)ccc1OC
5	O=C(Nc1ccc2ccccc2c1)c1cccc2ccccc12
6	O=C(Nc1ccccc1)N1CCCN(c2ccc(C(F)(F)F)cn2)CC1
assay / entry,1,2,3,4,5,6
aSyn rescue,0%,3%,11%,-1%,0%,1%
GLP1R cytotox,5%,-29%,13%,13%,-7%,-23%
GLP-1R agonist,0%,3%,-1%,18%,12%,8%
GLP-1R inv ag,-6%,-20%,-26%,43%[activator],31%[activator],?
KB-V1 MDR tox,0%,1%,15%,23µM*,12%,0%
PTHR1 agonist,-12%,i,-64%[inhibitor],-44%[inhibitor],-21%,-36%[inhibitor]
TDP-43 yeast inh,9%,-7%,-7%,3%,3%,27%
D3 ag,2,-6,0,-9,0,0
DRD3 antagonist,6,3,?,-24,13,4

7	O=C(O)c1ccccc1-c1ccccc1C(=O)NCc1ccccc1Cl
8	O=C(Nc1ccc2c(c1)[C@@H]1C[C@@H](CC(=O)N3CCCCC3)O[C@@H](CO)[C@@H]1O2)NC1CCCCC1
9	COc1cccc(CNC(=O)c2cc3ccccn3n2)c1
10	CCOc1cc(-c2cc(C(=O)O)c3c(-c4ccccc4)[nH]nc3n2)ccc1O
11	Cc1ccc(CN2CCN(Cc3cn[nH]c3-c3cccc(F)c3)CC2CCO)o1 (stereo not given)
12	COc1ccc(C(=O)NCc2ccon2)cc1OC1CCN(C(C)C)CC1
assay / entry,7,8,9,10,11,12
aSyn rescue,0%,0%,-5%,·,-1%,1%
GLP1R cytotox,14%,-1%,1%,0%,15%,0%
GLP-1R agonist,-2%,-4%,-3%,·,8%,-1%
GLP-1R inv ag,15%,2%,33%[activator],0%,-9%,-9%
KB-V1 MDR tox,?,3%,5%,4%,-22%,25%
PTHR1 agonist,-12%,-24%,-16%,2%,i,3%
TDP-43 yeast inh,10%,10%,?,20%,20%,3%
D3 ag,6,-12,1,4,-1,4
DRD3 antagonist,3,?,8,·,-3,-17

# One compound at a time (already shown). Screens in order: aSyn rescue	GLP1R cytotox	GLP-1R agonist	GLP-1R inv ag	KB-V1 MDR tox	PTHR1 agonist	TDP-43 yeast inh	D3 ag	DRD3 antagonist
# Results for O=C(O)c1ccccc1-c1ccccc1C(=O)NCc1ccccc1Cl → 0%	14%	-2%	15%	?	-12%	10%	6	3
# Results for O=C(Cn1c(=O)[nH]c2ccsc2c1=O)N1CCN(c2ccc(F)cc2)CC1 → 11%	13%	-1%	-26%	15%	-64%[inhibitor]	-7%	0	?
# Results for O=C(Nc1ccccc1)N1CCCN(c2ccc(C(F)(F)F)cn2)CC1 → 1%	-23%	8%	?	0%	-36%[inhibitor]	27%	0	4
# Results for COc1ccc(C(=O)NCc2ccon2)cc1OC1CCN(C(C)C)CC1 → 1%	0%	-1%	-9%	25%	3%	3%	4	-17
# Results for Cc1ccc(CN2CCN(Cc3cn[nH]c3-c3cccc(F)c3)CC2CCO)o1 (stereo not given) → -1%	15%	8%	-9%	-22%	i	20%	-1	-3

# The results go on.
13	CN(C)NC(=S)Nc1ccc(S(=O)(=O)N2CCCCC2)cc1
14	O=C(NCCC1=CCCCC1)c1cnsn1
15	COc1cc(NC(=O)c2nnn(CC(=O)Nc3cc(C)ccc3C)c2N)cc(OC)c1
16	CCOC(=O)C(=O)c1c(-c2ccccc2)nc2ccccn12
17	CC(Sc1ncccn1)C(=O)NNC(=O)c1cccc(Cl)c1 (stereo not given)
18	CCOC(=O)NN1C(=O)c2ccccc2NC1C (stereo not given)
assay / entry,13,14,15,16,17,18
aSyn rescue,0%,6%,·,-4%,-1%,-3%
GLP1R cytotox,0%,-12%,-1%,-8%,7%,22%
GLP-1R agonist,6%,-3%,·,14%,0%,3%
GLP-1R inv ag,-8%,8%,1%,?,0%,0%
KB-V1 MDR tox,0%,0%,·,0%,-32%,7%
PTHR1 agonist,i,-8%,i,-42%[inhibitor],-6%,7%
TDP-43 yeast inh,-11%,-4%,24%,0%[0.397 µM],17%,22%
D3 ag,-4,0,0,-4,-4,-1
DRD3 antagonist,-15,5,·,-1,5,3

19	CC1(C)CC(=O)c2c(nn(-c3ccccc3)c2-c2ccncc2)C1
20	Cc1cc(NS(=O)(=O)c2ccc(NC(=O)/C=C/c3cccc(Cl)c3)cc2)no1
21	CC(C)C1C(C#N)=C(N)Oc2n[nH]c(-c3ccc4ccccc4c3)c21 (stereo not given)
22	CCc1ccc(CNC(=O)C2CCN(S(=O)(=O)N3CCC(C)CC3)CC2)cc1
23	Cc1c(Br)c([N+](=O)[O-])nn1C(C)C(=O)Nc1nccs1 (stereo not given)
24	COC(=O)[C@@H](N)CS
assay / entry,19,20,21,22,23,24
aSyn rescue,7%,-8%,-10%,-3%,3%,?
GLP1R cytotox,0%,7%,?,3%,4%,-7%
GLP-1R agonist,-1%,12%,-1%,-2%,-3%,3%&-2%
GLP-1R inv ag,8%,3%,?,-10%,0%,8%
KB-V1 MDR tox,-14%,·,8.2µM*,-8%,?,21%
PTHR1 agonist,i,-32%[inhibitor],i,-40%[inhibitor],-8%[57.5 µM],-4%
TDP-43 yeast inh,21%,-4%,-16%,11%,-17%,-28%
D3 ag,5,2,-4,2,-7,-6&-23
DRD3 antagonist,12,2,-7,7,12,24

25	CCCn1nnc(NCc2ccc(OCc3cccs3)c(OC)c2)n1
26	Cc1csc(NC(=O)Cc2ccccc2Cl)n1
27	Cc1c(C2(c3c(C)n(C)n(-c4ccccc4)c3=O)C(=O)Nc3ccc(F)cc32)c(=O)n(-c2ccccc2)n1C
28	CCCc1ccc2oc(C(=O)NCCN3CCCC(O)C3)c(C)c2c1 (stereo not given)
29	CCCCC(=O)N(c1ccc2oc(C)c(C(C)=O)c2c1)S(=O)(=O)c1ccc(F)cc1C
30	COC(=O)c1ccc[n+](CC(=O)c2ccc(Br)cc2)c1
assay / entry,25,26,27,28,29,30
aSyn rescue,1%,3%,-3%,5%,·,10%
GLP1R cytotox,35%[activator],-4%,-1%,4%,6%,-1%
GLP-1R agonist,19%,13%,-1%,21%,·,-6%
GLP-1R inv ag,40%[activator],?,5%,10µM*,3%,11%
KB-V1 MDR tox,?,-8%,2%,14%,8%,1%
PTHR1 agonist,-1%,i,i,i,7%,-4%
TDP-43 yeast inh,9%,12%,-1%,-4%,-1%,-17%
D3 ag,-3,0,-7,-10,-7,2
DRD3 antagonist,-11,-12,0,-1,·,11

31	CCn1c(CSc2nccn2C)nc2cc(C(=O)O)ccc21
32	COc1c(OC(C)=O)c(=O)n2c3ccccc3c3ccnc1c32
33	COc1cccc(NC(=O)CCC2CCN(C(=O)c3ccc(C(C)=O)s3)CC2)c1
34	COc1ccccc1Cc1nc2ccccc2nc1SCC(=O)N1CCN(c2ccccc2)CC1
35	CCc1cccc(C)c1NC(=O)Cn1c(=O)cc(C)c2c(C)nn(-c3cccc(F)c3)c21
36	CSC1=C(C#N)C(c2ccc3c(c2)OCO3)C2=C(CCCC2=O)N1 (stereo not given)
assay / entry,31,32,33,34,35,36
aSyn rescue,7%,7%,0%,·,·,-1%
GLP1R cytotox,-3%,-11%,-13%,-12%,2%,-19%
GLP-1R agonist,-1%,1%,3%,·,·,-7%
GLP-1R inv ag,-3%,2%,18%,-5%,4%,0%
KB-V1 MDR tox,6%,20%,5%,-2%,-1%,2%
PTHR1 agonist,-3%[57.5 µM],-24%,-8%,8%,-23%,-19%
TDP-43 yeast inh,-11%,13%,11%,0%,9%,22%
D3 ag,-2,5,-7,-5,5,-3
DRD3 antagonist,-18,-11,-1,·,·,8

37	CCc1sc(Nc2cccc(C)c2)nc1-c1cc2cccc(OC)c2oc1=O
38	O=C(Cc1ncn[nH]1)NCCc1ccccc1
39	COc1ccc(S(=O)(=O)N2CCCCC2)cc1NCC(=O)Nc1ccc(C)cc1
40	CCc1ccccc1NC(=O)C1CCN(C2=NS(=O)(=O)C(c3ccc(C)c(C)c3)=C2C)CC1
41	COc1ccc(C(CNC(=O)c2cc(S(=O)(=O)NCc3ccccc3)ccc2C)N2CCOCC2)cc1 (stereo not given)
42	COC(=O)C(Oc1ccc2c(-c3ccc(OC)cc3)cc(=O)oc2c1)c1ccccc1 (stereo not given)
43	CCOC(=O)C(CCOc1cccc(CC)c1)C(=O)OCC
44	CS(=O)(=O)N(CC(=O)NCc1ccncc1)c1ccc(Cl)c(Cl)c1
45	COc1ccc(C)cc1N(CC(N)=O)S(=O)(=O)c1ccc(C)cc1
assay / entry,37,38,39,40,41,42,43,44,45
aSyn rescue,·,5%,-7%,·,-1%,-3%,12%,0%,9%
GLP1R cytotox,5%,1%,-18%,-4%,5%,-11%,1%,-7%,8%
GLP-1R agonist,·,5%,20%,·,15%,4%,-4%,0%,-3%
GLP-1R inv ag,?,0%,8.9µM*,0%,?,-29%,-25%,0%,-18%
KB-V1 MDR tox,12%,-4%,?,6%,-2%,-28%,1%,-1%,-5%
PTHR1 agonist,-14%,8%,-18%,-15%,3%,i,-25%[57.5 µM],i,i
TDP-43 yeast inh,7%[9.22 µM],23%,-8%,17%,0%,-25%,2%,-5%,15%
D3 ag,23,3,1,6,-13,4,4,11,3
DRD3 antagonist,·,4,8,·,7,2,23,5,-21
